CR mimetic SO = lowers age-related superoxide in aged yeast cells. 0.18% of 330,000 active. S. cerevisiae aged cells, superoxide DHE fluorescence; stronger effect = lower value. superoxide response (% of plate mean), % at 10 µM;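 active = superoxide response under a set limit, about three screen SD below normal, cut at about 65% in these data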;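 also: yeast aged for seven days with compound at 30 °C before DHE staining; 100% = average MFI of all compound-treated wells on the plate with controls excluded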
AGP1 TOR yeast = yeast TOR pathway AGP1-GFP modulation; GFP response vs DMSO, % at 10 µM; S. cerevisiae AGP1-GFP multiplex flow cytometry, 3 h; GFP as percent of DMSO wells; AID 2066; 0.02% of 320,000 active;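 active = GFP response relative to DMSO above a set limit, near screen average plus 3 SD, cut at about 150% in these data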;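 also: median GFP channel fluorescence of the gated AGP1 strain per well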
CIT2 TOR yeast = modulators of TOR pathway CIT2-GFP in S. cerevisiae | S. cerevisiae CIT2-GFP strain, flow cytometry, 3 h; 100 means same as DMSO wells | 0.065% of 320,000 active | GFP response vs DMSO, % at 10 µM;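 active = GFP response relative to DMSO above a set limit, near the screen mean plus 3 SD, cut at about 150% in these data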;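 also: ratio of well median GFP fluorescence to mean of DMSO wells on the plate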
AHR act = activates the human aryl hydrocarbon receptor; activation, % at 5 µM; AHR-responsive luciferase reporter cells, luminescence; 2.5% of 320,000 active; AID 2796; in the data active = activation above about 47%;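 also: 0% = vehicle wells and 100% = reference agonist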
Target sequence (P35869 whole entry, looked up): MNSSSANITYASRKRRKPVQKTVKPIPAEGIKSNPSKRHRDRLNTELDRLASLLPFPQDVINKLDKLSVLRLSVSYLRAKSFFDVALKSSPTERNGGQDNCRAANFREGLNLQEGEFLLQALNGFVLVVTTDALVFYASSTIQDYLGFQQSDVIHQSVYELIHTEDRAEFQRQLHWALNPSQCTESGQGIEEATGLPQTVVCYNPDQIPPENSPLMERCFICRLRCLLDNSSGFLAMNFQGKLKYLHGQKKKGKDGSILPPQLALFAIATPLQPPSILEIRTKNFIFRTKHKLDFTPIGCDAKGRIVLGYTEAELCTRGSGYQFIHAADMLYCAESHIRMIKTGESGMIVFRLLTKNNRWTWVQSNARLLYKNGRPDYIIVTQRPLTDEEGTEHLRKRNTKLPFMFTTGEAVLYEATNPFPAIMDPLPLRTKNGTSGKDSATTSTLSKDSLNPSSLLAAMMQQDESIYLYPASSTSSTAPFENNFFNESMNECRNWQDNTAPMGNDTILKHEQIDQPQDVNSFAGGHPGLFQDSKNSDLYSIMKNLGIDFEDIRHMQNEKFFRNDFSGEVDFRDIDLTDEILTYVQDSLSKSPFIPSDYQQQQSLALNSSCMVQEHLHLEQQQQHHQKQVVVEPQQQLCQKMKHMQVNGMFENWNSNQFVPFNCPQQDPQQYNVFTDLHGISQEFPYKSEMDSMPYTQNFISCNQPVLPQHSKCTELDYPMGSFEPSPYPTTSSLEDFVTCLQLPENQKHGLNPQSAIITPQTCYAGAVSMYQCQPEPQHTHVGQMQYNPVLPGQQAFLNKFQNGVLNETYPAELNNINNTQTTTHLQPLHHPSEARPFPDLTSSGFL
LAP4 TOR yeast = yeast TOR pathway LAP4-GFP modulation; S. cerevisiae LAP4-GFP multiplex, flow cytometry GFP, 3 h; median GFP as percent of DMSO wells; GFP response vs DMSO, % at 10 µM; 0.34% of 320,000 active;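 active = GFP response vs DMSO above a set limit, about the screen mean plus 3 SD, cut at about 150% in these data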
MEP2 TOR yeast = yeast TOR pathway MEP2-GFP modulation; 0.51% of 330,000 active; AID 2016; S. cerevisiae MEP2-GFP strain, flow cytometry GFP, 3 h; 100% = DMSO control level; GFP response vs DMSO, % at 10 µM;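 active = GFP response versus DMSO above a set limit, roughly screen mean plus 3 SD, cut at about 180% in these data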;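 also: median GFP fluorescence of the barcode-gated MEP2-GFP cells per well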
Efflux pump inh = blocks antifungal efflux pumps in multiplex yeast assay | S. cerevisiae Candida pump triplex, Nile Red efflux | inhibition, % at 10 µM | 0.44% of 330,000 active;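 active = plate passing quality check with inhibition over a set limit, or well fluorescence over plate mean plus 4 SD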;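 also: Nile Red retained in pooled yeast measured as flow cytometry median fluorescence; 0% = buffer negative control and 100% = Enniatin B positive control; higher means more Nile Red kept so more efflux inhibition; some compounds called inactive have numbers as strong as hits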
RPL19A TOR yeast = modulators of TOR pathway RPL19A-GFP in S. cerevisiae; percent response vs DMSO, % at 10 µM; 0.3% of 330,000 active; S. cerevisiae RPL19A-GFP strain, flow cytometry, 3 h; stronger effect = lower value;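 active = percent response vs DMSO below 50%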;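 also: median channel GFP fluorescence of the barcoded RPL19A-GFP strain; ratio of sample median GFP to plate DMSO average so 100% = DMSO; lower means less RPL19A-GFP as with rapamycin TOR inhibition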
* marks the source's active call; other numbers are inactive results; x = no result given.

SMILES | CR mimetic SO | AGP1 TOR yeast | CIT2 TOR yeast | AHR act | LAP4 TOR yeast | MEP2 TOR yeast | Efflux pump inh | RPL19A TOR yeast
COC(=O)c1ccccc1NC(=O)c1nc2nc(C)cc(C(F)F)n2n1 | 95.2 | 105.5 | 107.3 | 1.8 | 109.5 | 107.1 | 0.0 | 107.3
CN(C)C(=S)Nc1ccc2c(c1)OCCO2 | 99.1 | 99.2 | 91.3 | 0.1 | 107.2 | 108.3 | 0.0 | 94.9
COC(=O)c1ccc(OC)c(CSc2nnc(COc3cccc(C)c3)o2)c1 | 106.5 | 96.3 | x | 2.2 | 106.6 | 96.4 | 0.0 | 98.5
COc1ccc(Nc2nc(NCc3ccco3)nc(N)c2[N+](=O)[O-])cc1 | 96.6 | 103.1 | 105.8 | -3.6 | 103.9 | 105.9 | 0.0 | 101.5
COc1ccc(C2c3[nH]c4ccccc4c3CCN2C(=O)c2ccccc2C(C)=O)c(F)c1 (configuration not stated) | 99.9 | 96.5 | 93.4 | 26.8 | 91.3 | 99.1 | 0.3 | 98.7
CC(=O)SCC(Cc1ccccc1)C(=O)NCC(=O)OCc1ccccc1 (configuration not stated) | 102.8 | 100.2 | 105.8 | -2.8 | 99.2 | 91.7 | -0.1 | 100.4
CC(=O)Nc1ccc(NC(=O)CSc2nc3c([nH]c4ccccc43)c(=O)n2-c2ccccc2F)cc1 | 100.5 | 101.9 | 100.7 | 57.9* | 96.1 | 100.6 | -0.4 | 113.2
CCOc1ccc(-n2nnnc2SCC(=O)NC2CCCC2)cc1 | 104.6 | 92.7 | 98.2 | 1.0 | 91.0 | 96.1 | 0.0 | 101.2
O=C(CCN1C(=O)C2C3C=CC(C3)C2C1=O)NCC1CCCO1 (configuration not stated) | 98.7 | 75.0 | 105.9 | 14.5 | 96.5 | 109.6 | 0.0 | 93.3
COc1cc(/C=N\NC(=O)c2nonc2N)c(OC)cc1Br | 82.1 | 99.7 | 107.0 | 15.2 | 95.8 | 105.3 | 0.1 | 105.2
S=C(N/N=C/c1ccc2ncccc2c1)Nc1ccccc1 | 89.1 | 94.2 | 94.3 | -5.5 | 121.9 | 99.0 | 0.1 | 96.0
O=C(Oc1ccc2c(=O)c(Cl)coc2c1)c1ccncc1 | 110.7 | 85.6 | 86.6 | 1.9 | 101.9 | 90.5 | 0.1 | 95.4
CN(C)C(CNC(=O)c1ccc2nccnc2c1)c1ccco1 (configuration not stated) | 118.6 | 104.1 | 107.6 | 2.0 | 96.3 | 98.9 | -0.1 | 108.4
CCCCOC(=O)Nc1cc(C)c(Cl)cc1OC | 104.8 | 100.8 | 92.8 | 4.3 | 101.2 | 106.5 | 0.0 | 98.9
COc1ccc(Cl)cc1S(=O)(=O)N1CCC(C(=O)NCC2CCCO2)CC1 (configuration not stated) | 104.9 | 96.0 | 92.4 | 1.6 | 93.8 | 96.0 | 0.1 | 93.8
COc1cc(Cl)cc(C2NC(=O)NC(C)=C2C(C)=O)c1OCC(=O)O (configuration not stated) | 93.9 | 97.6 | 97.4 | 30.5 | 95.2 | 96.4 | -0.1 | 88.7
CCN1CCCC1CNC(=O)C1CCCN(S(=O)(=O)c2cccc3nsnc23)C1 (configuration not stated) | 104.3 | 94.8 | 85.3 | -4.3 | 93.5 | 101.5 | -0.1 | 94.1
O=C(NCCc1ccccc1)c1cccc(N2C(=O)C3CC=CCC3C2=O)c1 (configuration not stated) | 95.4 | 106.8 | 101.8 | 1.8 | 110.4 | 102.0 | -0.3 | 103.5
NC(=O)COC(=O)c1cc(=O)[nH]c2ccc(S(=O)(=O)Nc3ccc(F)cc3)cc12 | 115.6 | 95.3 | 91.8 | -1.7 | 81.5 | 101.3 | -0.2 | 94.0
CCOC(=O)COc1cc(=O)n(CC)c2ccccc12 | 101.8 | 93.5 | 91.7 | 0.2 | x | 90.9 | 0.1 | 96.6
Cc1c(C(=O)c2ccccc2)c2ccccn2c1CCC#N | 121.6 | 99.9 | 96.1 | -0.3 | 105.8 | 101.8 | 0.1 | 95.9
Cc1ccc(NC(=O)c2cccs2)cc1NC(=O)c1ccc(F)cc1 | 88.1 | 103.2 | 95.3 | 39.3 | 105.6 | 107.5 | 0.0 | 99.8
Cc1cccc(C)c1OCc1n[nH]c(=S)n1-c1ccccc1 | 101.2 | 100.5 | 101.2 | 4.2 | 98.2 | 98.9 | -0.1 | 101.1
Cc1ccc(NC(=O)Nc2cccc(C(F)(F)F)c2)nc1 | 105.6 | 103.4 | 91.8 | 7.9 | 117.1 | 103.7 | 0.1 | 101.1
O=C(O)CCc1nc(-c2ccccc2)no1 | 82.0 | 93.8 | 94.0 | 5.1 | 100.9 | 100.6 | 0.2 | 95.3
NC(=O)C1(N2CCCCC2)CCN(C(=O)Nc2ccccc2C(F)(F)F)CC1 | 89.7 | x | 90.8 | 0.4 | 89.5 | 96.5 | 0.1 | 90.4
Cc1nn(-c2ccccc2)c(C)c1/C=N/NC(=O)CSc1nnc(SCc2ccc(Cl)cc2)s1 | 103.2 | 93.1 | 90.5 | 20.1 | 87.5 | 98.3 | 0.4 | 96.7
CC(C)(C)NC(=O)NC(=O)Cn1cc(C(F)(F)F)ccc1=O | 91.0 | 101.5 | 93.6 | -0.7 | x | 97.7 | -0.1 | 98.1
Cn1cc(C(=O)N2CCN(c3ccccn3)CC2)c(=O)c2cc(S(=O)(=O)N3CCOCC3)ccc21 | 100.6 | 113.5 | 108.1 | 0.4 | 105.7 | 102.5 | 0.1 | 106.5
COc1cccc(C(=O)N/N=c2/oc3ccccc3cc2C(N)=O)c1 | 85.4 | 102.8 | 98.2 | 18.1 | 109.7 | 94.1 | 0.1 | 97.5
NC(=O)c1c(NC(=O)c2cccnc2)sc2c1CCCC2 | 103.7 | 93.8 | 92.7 | 46.7 | 112.6 | 100.6 | 0.4 | 95.6
O=C(CSc1ccccn1)c1ccc(F)cc1 | 103.1 | 92.7 | x | -0.5 | 107.5 | 89.0 | 0.0 | 91.5
COC(=O)c1ccccc1NC(=O)CSc1nc(C)cc(C)n1 | 98.0 | 109.2 | x | 1.4 | 103.8 | 98.4 | 0.1 | 94.6
CCCCOc1ccc(CCC(=O)N/N=C/c2ccco2)cc1 | 93.9 | 110.4 | 97.7 | 2.1 | 114.3 | 106.3 | 0.0 | 102.3
C=CCN1C(=O)CN=C1NCc1ccccc1 | 84.3 | 105.1 | x | 0.9 | 93.6 | 96.5 | 0.0 | 104.8
Cc1cccc(Nc2nc(NCc3ccco3)c3ccccc3n2)c1 | 102.7 | 87.5 | 83.9 | 1.5 | 97.4 | 93.1 | 2.6 | 91.2
[O-]/C(=C(\C(=S)NCc1ccccc1)[n+]1ccccc1)c1ccc(Cl)s1 | 92.3 | 101.3 | 95.3 | 1.1 | 102.4 | 103.7 | 0.3 | 100.0
CCCCCC(O)(CCCCC)C(=O)NNc1ccccc1 | 96.3 | 104.3 | 105.5 | 0.6 | 100.5 | 104.1 | -0.3 | 101.0
CC(NC(=O)COC(=O)Cc1ccsc1)c1ccccc1 (configuration not stated) | 88.9 | 102.2 | 99.4 | -0.6 | 118.5 | 105.3 | -0.5 | 90.5
COc1ccccc1C1CC(c2ccc(F)cc2)Nc2ncnn21 (configuration not stated) | 102.1 | 99.6 | 101.6 | 0.9 | 99.0 | 104.5 | 0.1 | 100.1

Quoted at random: 4 entries already listed.
SMILES | CR mimetic SO | AGP1 TOR yeast | CIT2 TOR yeast | AHR act | LAP4 TOR yeast | MEP2 TOR yeast | Efflux pump inh | RPL19A TOR yeast
Cc1cccc(Nc2nc(NCc3ccco3)c3ccccc3n2)c1 | 102.7 | 87.5 | 83.9 | 1.5 | 97.4 | 93.1 | 2.6 | 91.2
CC(NC(=O)COC(=O)Cc1ccsc1)c1ccccc1 (configuration not stated) | 88.9 | 102.2 | 99.4 | -0.6 | 118.5 | 105.3 | -0.5 | 90.5
[O-]/C(=C(\C(=S)NCc1ccccc1)[n+]1ccccc1)c1ccc(Cl)s1 | 92.3 | 101.3 | 95.3 | 1.1 | 102.4 | 103.7 | 0.3 | 100.0
NC(=O)c1c(NC(=O)c2cccnc2)sc2c1CCCC2 | 103.7 | 93.8 | 92.7 | 46.7 | 112.6 | 100.6 | 0.4 | 95.6

The list continues:
SMILES | CR mimetic SO | AGP1 TOR yeast | CIT2 TOR yeast | AHR act | LAP4 TOR yeast | MEP2 TOR yeast | Efflux pump inh | RPL19A TOR yeast
O=C(O)c1ccc(CNC(=O)c2ccccc2NC(=O)c2cccc([N+](=O)[O-])c2)cc1 | 97.2 | 95.1 | 98.4 | -0.2 | 101.6 | 103.7 | 0.1 | 98.8
CCc1ccccc1OCCCN1CCCC1 | 93.8 | 101.1 | 103.5 | -0.5 | 87.6 | 107.1 | -0.1 | 101.6
O=C(NC1=NCCS1)Nc1ccccc1 | 100.0 | 103.7 | 104.9 | 16.6 | 102.3 | 99.9 | -0.1 | 100.1
Cc1cccc(NC(=S)NNC(=O)c2csc3c2CCC(C)C3)c1 (configuration not stated) | 95.7 | x | 92.8 | 0.2 | 121.0 | 109.2 | 0.0 | 101.9
O=C(c1cccc(S(=O)(=O)N2CCN(c3ccc(F)cc3)CC2)c1)N1CCCC(C(F)(F)F)C1 (configuration not stated) | 89.8 | 101.2 | 108.0 | -0.8 | 99.8 | 97.7 | 0.1 | 99.6
Nc1nc(Br)c2c(F)cccc2c1-c1ccccc1 | 114.7 | 98.8 | 99.3 | 0.2 | 107.5 | 103.7 | -0.1 | 104.6
N#Cc1ccc(C(=O)Nc2cccc3ncccc23)c(F)c1 | 109.7 | 92.1 | 103.3 | -3.4 | 93.5 | 102.7 | 0.0 | 90.3
Nc1nc(SCC(=O)NCc2ccccc2)n[nH]1 | 97.8 | 95.0 | 94.5 | 2.1 | 100.2 | 100.2 | 0.3 | 98.8
CCN(C(=O)c1cc2c(=O)n3ccccc3nc2n1CCCOC)C1CCCCC1 | 106.7 | 92.5 | 83.4 | 2.5 | 101.1 | 116.4 | 0.0 | 100.8
Cc1c(NC(=O)C(C)Sc2nc(N)cc(=O)[nH]2)c(=O)n(-c2ccccc2)n1C (configuration not stated) | 87.2 | 95.9 | 86.9 | -1.4 | 97.0 | 101.1 | 0.0 | 94.9
CCOC(=O)CC1(NC(=O)C2CCC(=O)N(C3CC3)C2)CCCCC1 (configuration not stated) | 92.3 | 98.0 | 106.5 | 1.4 | 90.8 | 103.7 | 0.2 | 102.6
O=C(COC(=O)CSc1ccc(Br)cc1)NCc1ccco1 | 103.0 | 111.2 | 96.0 | -1.7 | 107.5 | 98.5 | -0.1 | 99.4
COC(=O)C1=NN[C@H](C(=O)OC)[C@H]1c1ccccc1 | 88.8 | 114.7 | 116.3 | -0.6 | 103.3 | 100.2 | -0.4 | 110.9
Cc1ccc(CC(=O)NC2CCSC2=O)cc1 (configuration not stated) | 97.2 | 92.5 | 96.1 | -5.5 | 89.0 | 103.6 | 1.4 | 98.2
Cc1occc1-c1nnc(SCC(=O)NCCc2ccccc2)n1Cc1ccccc1 | 91.9 | 109.7 | 108.4 | 0.2 | 108.2 | 112.5 | -0.1 | 102.3
Cc1c(C2(O)C(=O)Nc3ccc(F)cc32)c(=O)n(-c2ccccc2)n1C (configuration not stated) | 96.3 | 98.3 | 96.5 | -0.3 | 97.0 | 97.5 | 0.1 | 97.8
COc1cc(CC(=O)NCCCc2ccccc2)cc(OC)c1OC | 108.2 | 103.7 | 103.0 | 0.3 | 105.4 | 100.7 | 0.0 | 99.2
Cc1ccc2cc(C(=O)O)c(C)nc2c1 | 104.1 | 91.4 | 90.2 | 2.8 | 89.6 | 93.4 | -0.2 | 93.5
Cc1cc(/C=N\NC(=O)CC(=O)NC2CCCCC2)c(C)n1-c1ccc(Cl)c(Cl)c1 | 95.9 | 94.3 | 89.1 | -0.5 | 97.0 | 95.3 | 0.0 | 93.2
CCOC(=O)N1CCN(C(=S)NC(=O)c2cc(Br)ccc2Cl)CC1 | 94.4 | 103.5 | 108.2 | 0.1 | 96.7 | 102.0 | 0.0 | 102.4

Screening results as filed in PubChem.
